From PubChem
GAA spleen mod – qHTS Assay for Inhibitors and Activators of Human alpha-Glucosidase From Spleen Homogenate | Potency, µM (highest dose often 79.9 µM), for the others: at the top dose activity change, negative = inhibition, most hits filed as inhibitors | AID 2112, 2009 | 240,000 tested, 0.006% active | human spleen homogenate, 4-MU-alpha-glucoside fluorescence;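 further: 0% = enzyme with vehicle and -100% = no enzyme basal signal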
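Compounds were titrated against alpha-glucosidase in spleen homogenate at pH 5.0, with 1 mM 4-methylumbelliferyl substrate for 40 min at 37 C. Reactions were quenched with pH 10 NaOH/glycine and fluorescence measured.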
SMN2 splice enh – qHTS Assay for Enhancers of SMN2 Splice Variant Expression | HEK293 SMN2-luciferase splicing reporter, luminescence, 30-36 h | Potency, µM (series often up to 46.1 µM), inactives show at the highest dose activity change, positive = activation, most hits filed as activators | 210,000 tested, 2.8% active; further: % of control where 0% means no effect; nearly all actives have a fitted effect of over 55% in size
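qHTS luciferase splicing reporter: luminescence rises when SMN2 exon 7 is included in transfected HEK293 cells. Compound exposure lasted 30-36 h at 37C, with 4.5 mM final sodium butyrate as control, followed by a ONE-Glo read.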
ALDH1A1 block – qHTS Assay for Inhibitors of Aldehyde Dehydrogenase 1 (ALDH1A1); Aldehyde dehydrogenase 1A1 (Homo sapiens), P00352; Purified ALDH1A1, NADH fluorescence, propionaldehyde substrate; Potency, µM (doses to about 75.3 µM), without a hit: at the highest dose activity, negative = inhibition, most hits filed as inhibitors; 220,000 tested, 7.3% active; active means well fitted inhibition curve with a large enough effect, not every such curve was filed as active; inconclusive means small, poorly fitted or top-dose-only effect, or another doubt; inactive means no such curve, though single readings can be large or run the other way;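 further: plate controls were no enzyme wells and a reference inhibitor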
Target sequence (P00352 whole entry, looked up): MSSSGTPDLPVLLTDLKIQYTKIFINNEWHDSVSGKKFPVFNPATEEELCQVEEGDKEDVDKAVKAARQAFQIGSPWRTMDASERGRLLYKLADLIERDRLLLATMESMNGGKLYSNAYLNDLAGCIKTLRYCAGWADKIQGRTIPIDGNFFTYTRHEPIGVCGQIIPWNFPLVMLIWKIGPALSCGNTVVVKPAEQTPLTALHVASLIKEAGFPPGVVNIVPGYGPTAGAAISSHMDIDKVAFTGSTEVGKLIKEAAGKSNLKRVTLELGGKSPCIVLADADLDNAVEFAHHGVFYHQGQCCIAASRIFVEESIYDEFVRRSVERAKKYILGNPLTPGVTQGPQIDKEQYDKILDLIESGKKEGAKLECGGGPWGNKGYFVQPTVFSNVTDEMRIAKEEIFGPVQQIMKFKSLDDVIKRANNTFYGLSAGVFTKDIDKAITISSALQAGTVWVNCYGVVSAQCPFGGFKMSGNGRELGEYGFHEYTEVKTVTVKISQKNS
RGS12 GoLoco inh – qHTS Assay for Inhibitors of RGS12 GoLoco Motif Activity (Red Fluorophore); Potency, µM (top dose mostly 61.6 µM), for inactives: top-dose activity, negative = inhibition, usual class: inhibitors; Gai1:RGS12 GoLoco peptide FP, rhodamine, 10 min; Guanine nucleotide-binding protein G(i) subunit alpha-1 (Homo sapiens), P63096; AID 880, 2007; 230,000 tested, 0.44% active; active means well fitted inhibition curve with a large enough effect, not every such curve was filed as active; inactive means no such curve, though single readings can be large or run the other way; further: on the % scale 0 is the no-effect control and ±100 the full control effect; nearly all actives have a fitted effect of over 30% in size; many of its hits are not listed in these tables
GLA spleen mod – qHTS Assay for Inhibitors and Activators of Human alpha-Galactosidase From Spleen Homogenate | Alpha-galactosidase A (Homo sapiens), P06280 | human spleen homogenate, 4MU-alpha-Gal fluorescence, 40 min | Potency, µM (series often up to 80 µM), for inactives: top-dose activity change, negative = inhibition, usual class: inhibitors | 240,000 tested, 0.008% active;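 further: 0% = enzyme with vehicle and -100% = no enzyme basal signal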
Target sequence (P06280 32-429 limits assumed): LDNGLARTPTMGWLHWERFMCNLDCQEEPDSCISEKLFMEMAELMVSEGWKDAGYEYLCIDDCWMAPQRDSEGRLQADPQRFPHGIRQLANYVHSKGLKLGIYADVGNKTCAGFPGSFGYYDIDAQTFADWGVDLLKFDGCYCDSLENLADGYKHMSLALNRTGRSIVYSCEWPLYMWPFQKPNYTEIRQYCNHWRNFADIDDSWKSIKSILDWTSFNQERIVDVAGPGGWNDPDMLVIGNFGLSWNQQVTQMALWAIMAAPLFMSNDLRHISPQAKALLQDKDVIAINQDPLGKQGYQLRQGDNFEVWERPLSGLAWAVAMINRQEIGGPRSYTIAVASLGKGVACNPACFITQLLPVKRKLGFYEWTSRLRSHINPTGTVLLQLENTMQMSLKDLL
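Human spleen homogenate (1 ug) was the enzyme source, with 4-methylumbelliferyl-alpha-D-galactopyranoside (1 mM final) in pH 5.0 citrate buffer with 0.01% Tween-20. Compounds were titrated; after 40 min at 37C, NaOH/glycine stop, 4-MU fluorescence read; AC50 from Hill fits.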
JMJD2E inh – qHTS Assay for Inhibitors of Human Jumonji Domain Containing 2E (JMJD2E) | Lysine-specific demethylase 4E (Homo sapiens), B2RXH2 | 230,000 tested, 1.6% active | Potency, µM (titrated, usually from 57.1 µM), inactives show top-dose activity change, negative = inhibition, hits mostly inhibitors | JMJD2E catalytic domain, FDH-coupled NADH fluorescence (FDH is formaldehyde dehydrogenase); active means well fitted inhibition curve with a large enough effect, not every such curve was filed as active; inconclusive means small, poorly fitted or top-dose-only effect, or another doubt; inactive means no such curve, though single readings can be large or run the other way;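 further: 0% = wells with enzyme and -100% = buffer wells without enzyme; nearly all actives have a fitted effect of over 50% in size; many of its hits are not listed in these tables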
GAA inhib – qHTS Assay for Inhibitors of Human alpha-Glucosidase as a Potential Chaperone Treatment of Pompe Disease | Potency, µM (series often up to 76.9 µM), without a hit: at the top dose activity change, negative = inhibition, actives largely listed as inhibitors | Lysosomal alpha-glucosidase (Homo sapiens), P10253 | 200,000 tested, 0.005% active | purified human GAA, 4-MU-alpha-glucoside fluorescence;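 further: plate controls were uninhibited enzyme wells for no effect and no-enzyme background for full effect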
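qHTS format, compound range up to 77 uM. Human lysosomal enzyme at 4 nM, 400 uM 4-MU glucoside substrate, pH 5.0, 20 min room temperature; fluorescence after alkaline stop gives activity normalized to controls.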
GAA glycogen – qHTS Assay for Inhibitors and Activators of Human alpha-Glucosidase Cleavage of Glycogen | recombinant GAA, glycogen substrate, Amplex Red glucose oxidase fluorescence | Lysosomal alpha-glucosidase (Homo sapiens), P10253 | AID 2100, 2009 | 300,000 tested, 0.38% active | Potency, µM (titrated, usually from 76.4 µM), inactives show top-dose activity change, negative = inhibition, actives largely listed as inhibitors;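 further: 0% = full enzyme reaction and -100% = no-enzyme basal signal; the screen sought inhibitors and activators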
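Recombinant human alpha-glucosidase (4 nM final) hydrolysed bovine liver glycogen (30 ug) for 40 min at 37 C in pH 5.0 citrate/phosphate with 0.01% Tween-20. Released glucose detected by glucose oxidase/Amplex Red, Ex 573/Em 610 nm. Compounds up to 77 uM; AC50 from Hill fits.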
Starred values were filed as active, the others as inactive; ? = inconclusive; nt = no result given; & = joins results of further samples; [ ] = another dose, or the depositor's remark. Unless noted, the call rests on the fitted dose curve; in most records, active means well fitted curve in the direction sought with a large enough effect; inconclusive means small, poorly fitted or top-dose-only effect, or another doubt; inactive means no such curve, though single readings can be large; an effect the other way counts as inactive or inconclusive. Potency means the concentration at half of the fitted maximal effect.

(1) CCOC(=O)N1CCN(C(=S)Nc2ccccc2C(C)C)CC1
(2) Cc1ccccc1C(=O)NC(CC(C)C)C(=O)OCC(=O)c1c(N)n(C)c(=O)n(C)c1=O (stereo unspecified)
(3) CCOC(=O)N1CCC(N2CCN(Cc3ccc(F)c(F)c3)C(CCO)C2)CC1 (stereo unspecified)
(4) CCCC(=O)c1cc2ccccc2oc1=O
(5) COC(=O)CSc1nnc(-c2ccoc2C)n1-c1ccc(OC)cc1
(6) CCOc1ccccc1C(=O)NCC(=O)NCCCc1ccccc1
(7) CN1CCN(C(=O)c2cc(-c3ccco3)on2)CC1
(8) COc1ccccc1C(=O)N/C(N)=N/c1nc2ccccc2o1
(9) [O-]/C(=C(\C(=S)NCc1ccc2c(c1)OCO2)[n+]1ccccc1)c1ccc(Cl)s1
(10) CCOP(=O)(OCC)C(Nc1cccc([N+](=O)[O-])c1)c1ccccc1 (stereo unspecified)

Screen / compound no.	1	2	3	4	5	6	7	8	9	10
GAA spleen mod	0%	3%	-1%	-2%	-8%	2%	-2%	-1%	-13%	5%
SMN2 splice enh	-6%	15%	-6%	-5%	-6%	-21%	23%	20%	9%	nt
ALDH1A1 block	2%	-2%	-1%	-2%	-3%	0%	-5%	15%	16µM*	-1%
RGS12 GoLoco inh	-2%	-4%	11%	-4%	10%	2%	8%	31%[activator]	24%	1%
GLA spleen mod	-3%	-2%	-2%	-6%	1%	7%	7%	4%	-3%	12%
JMJD2E inh	9%	4%	4%	-5%	1%	12%	1%	-29%	-12%	-9%
GAA inhib	3%	-8%	8%	-2%	5%	2%	-1%	-2%	?	4%
GAA glycogen	-2%	-11%	4%	2%	0%	6%	3%	-2%	0%	2%

In a second layout: entries from further up
6: CCOc1ccccc1C(=O)NCC(=O)NCCCc1ccccc1
  GAA spleen mod: 2%
  SMN2 splice enh: -21%
  ALDH1A1 block: 0%
  RGS12 GoLoco inh: 2%
  GLA spleen mod: 7%
  JMJD2E inh: 12%
  GAA inhib: 2%
  GAA glycogen: 6%

10: CCOP(=O)(OCC)C(Nc1cccc([N+](=O)[O-])c1)c1ccccc1 (stereo unspecified)
  GAA spleen mod: 5%
  SMN2 splice enh: nt
  ALDH1A1 block: -1%
  RGS12 GoLoco inh: 1%
  GLA spleen mod: 12%
  JMJD2E inh: -9%
  GAA inhib: 4%
  GAA glycogen: 2%

1: CCOC(=O)N1CCN(C(=S)Nc2ccccc2C(C)C)CC1
  GAA spleen mod: 0%
  SMN2 splice enh: -6%
  ALDH1A1 block: 2%
  RGS12 GoLoco inh: -2%
  GLA spleen mod: -3%
  JMJD2E inh: 9%
  GAA inhib: 3%
  GAA glycogen: -2%

7: CN1CCN(C(=O)c2cc(-c3ccco3)on2)CC1
  GAA spleen mod: -2%
  SMN2 splice enh: 23%
  ALDH1A1 block: -5%
  RGS12 GoLoco inh: 8%
  GLA spleen mod: 7%
  JMJD2E inh: 1%
  GAA inhib: -1%
  GAA glycogen: 3%

(further entries)
(11) O=C(Nc1nc2c(F)cc(F)cc2s1)c1ccccn1
(12) Fc1ccc(NC(=S)Nc2ccc(Cl)cc2)cc1
(13) COc1cc(NS(=O)(=O)c2cccc3nsnc23)c(C(=O)O)cc1OC
(14) CCN(Cc1ccccc1)C(=O)CSc1ccccc1C(=O)O
(15) Cc1ccc(NC(=S)N(Cc2cccc(Br)c2)CC2CCC(C(=O)O)CC2)cc1 (stereo unspecified)
(16) O=C(c1cnccn1)N1CCc2ccccc2C1
(17) CC(C)C[C@@H](CC(=O)N[C@@H](CCCN)CC(=O)N[C@@H]1CCNC[C@H]1C(=O)N[C@H](CC(=O)N[C@@H](CCC(=O)O)CC(=O)O)Cc1ccccc1)NC(=O)[C@@H]1CNCC[C@H]1N
(18) COCC(=O)N(CCc1ccc(OC)c(OC)c1)Cc1cc2cc(C)ccc2nc1Cl
(19) Nc1cc(C(=O)OCC(=O)NCc2ccc(F)cc2)ccc1Cl
(20) CC(Sc1nnc(C2CCCCC2)n1N)C(=O)NCc1ccc2c(c1)OCO2 (stereo unspecified)

Screen / compound no.	11	12	13	14	15	16	17	18	19	20
GAA spleen mod	-4%	nt	2%	-5%	-3%	3%	1%	11%	-19%	0%
SMN2 splice enh	2.8µM*	-24%	1%	-2%	nt	-7%	2%	-45%[inhibitor]	18%	-8%
ALDH1A1 block	10µM*	-7%	11%	?	-5%	11%	-7%	2%	?	-14%
RGS12 GoLoco inh	62%[activator]	3%	6%	4%	9%	3%	2%	-3%	-3%	-2%
GLA spleen mod	2%	3%	3%	3%	-4%	0%	13%	11%	0%	2%
JMJD2E inh	-24%	-8%	-3%	-4%	0%	0%	-22%	-16%	-10%	-9%
GAA inhib	3%	-2%	-1%	4%	-3%	5%	nt	2%	8%	-2%
GAA glycogen	7%	-11%	-5%	4%	0%	?	nt	6%	-2%	-8%

(21) O=C(O)C(CC1CCCCC1)N1CCS(=O)(=O)CC1 (stereo unspecified)
(22) CCN(CC)CCn1c(=N)n(CCOc2ccccc2)c2ccccc21
(23) N#Cc1c(NCCCO)nc(NCc2ccccc2)c2c1CCN(Cc1ccccc1)C2
(24) CO/N=C(/CS(=O)(=O)c1ccc(Br)cc1)c1ccc(OC)cc1
(25) CCc1cccc2c1NC(=O)C21N2CCCC2C(C(=O)c2ccc3ccccc3c2)C12C(=O)Nc1ccccc12 (stereo unspecified)
(26) Cc1c(NC(=O)c2cc(-c3cccs3)on2)c(=O)n(-c2ccccc2)n1C
(27) CCC1=C(OC(=O)N(CC)CC)N2C(=O)OC(=NCc3ccccc3)[C@]2(C)[C@H]2C1=CC[C@H]1C(=O)NC(=O)[C@H]12
(28) COc1ccc(-n2c(=O)c(-c3ccc(F)cc3)nc3cnc(OC)nc32)cc1
(29) CC(=O)N(Cc1ccco1)C1(C(=O)NC2CCCCC2)CCCCC1
(30) CCN(CC)S(=O)(=O)c1cccc(NC(=O)c2ccc(Br)cc2)c1

Screen / compound no.	21	22	23	24	25	26	27	28	29	30
GAA spleen mod	1%	-4%	-3%	0%	-9%	-4%	-2%&4%	-6%	-1%	-10%
SMN2 splice enh	1%	-55%[inhibitor]	nt	0%	-19%	0%	0%	1%	nt	-31%[inhibitor]
ALDH1A1 block	5%	2%	?	-8%	20µM*	32µM*	1%	-2%	9%	?
RGS12 GoLoco inh	6%	2%	nt	-4%	4%	9%	3%&7%	1%	nt	-2%
GLA spleen mod	4%	1%	10%	-17%	-17%	1%	1%&2%	4%	2%	-14%
JMJD2E inh	-8%	-6%	0%	5%	?	-1%	1%&5%	nt	-1%	0%
GAA inhib	2%	-8%	-3%	-8%	-11%	-3%	nt	nt	-1%	-5%
GAA glycogen	4%	6%	-19%	-1%	-1%	6%	2%	nt	10%	-5%

(31) O=c1cnc2cnc(Nc3ccccc3)nc2n1Cc1cccs1
(32) O=C(CCOc1ccccc1)Nc1nnc(-c2ccc3c(c2)OCCO3)o1
(33) Cn1cccc1C1C(C#N)=C(N)OC2=C1C(=O)CC(C)(C)C2 (stereo unspecified)
(34) Cc1ccc(/C=N/NC(=O)CNC(=O)c2cccc([N+](=O)[O-])c2C)o1
(35) O=C(NC(=S)N1CCOCC1)c1ccc([N+](=O)[O-])cc1
(36) Cc1sc2ncnc(NCCN3CCOCC3)c2c1C
(37) O=C1C=C(NCc2ccccc2)C2(CCCCC2)O1
(38) Cc1ccnc(NC(=O)Cn2ccc([N+](=O)[O-])n2)c1
(39) Cc1cccc2cc(/C=N/Nc3ccc(C(=O)O)cc3)c(Cl)nc12
(40) O=C1Nc2ccccc2C(O)(C(=O)N2CCCCC2)N1c1ccccc1 (stereo unspecified)

Screen / compound no.	31	32	33	34	35	36	37	38	39	40
GAA spleen mod	-10%	-3%	-8%	nt	2%	1%	-1%	5%	10%	-15%
SMN2 splice enh	nt	-24%	-6%	-2%	2%	-43%[inhibitor]	-9%	-21%	nt	22%
ALDH1A1 block	1%	1%	-11%	-6%	-11%	-11%	10%	12%	nt	9%
RGS12 GoLoco inh	5%	1%	9%	-4%	-26%	-3%	4%	8%	-9%	3%
GLA spleen mod	-13%	0%	-9%	8%	5%	-2%	0%	0%	6%	21%
JMJD2E inh	nt	?	-27%	-2%	?	?	-2%	5%	-13%	0%
GAA inhib	nt	-9%	7%	-7%	4%	-3%	0%	14%	nt	0%
GAA glycogen	nt	-4%	11%	-10%	-1%	-9%	1%	?	?	6%

(41) Cc1ccc(CN2CCN(/N=C\c3cccc([N+](=O)[O-])c3)CC2)cc1
(42) Cc1ccc(/C=N/Nc2cc(C)nc(N3CCOCC3)n2)cc1
(43) COc1cc(/C=c2\sc3nc(-c4ccncc4)nn3c2=O)ccc1OC(C)=O
(44) CC(/C=N/NC(=O)c1ccncc1)=C\c1ccc(C(C)C)cc1
(45) COc1ccc(/C=C/S(=O)(=O)NCc2ccccc2)cc1OC
(46) O=C(NCC1CCCO1)C1CCCN(S(=O)(=O)c2cccc3nsnc23)C1 (stereo unspecified)

Screen / compound no.	41	42	43	44	45	46
GAA spleen mod	-6%	-4%	-6%	2%	3%	-8%
SMN2 splice enh	-45%[inhibitor]	nt	12%	nt	-4%	-4%
ALDH1A1 block	?	nt	-2%	?	9%	3%
RGS12 GoLoco inh	2%	4%	27%	nt	4%	-8%
GLA spleen mod	-1%	-5%	-6%	-4%	8%	1%
JMJD2E inh	-7%	-7%	2%	?	?	-6%
GAA inhib	2%	nt	-11%	1%	-35%	-7%
GAA glycogen	-16%	-16%	1%	0%	3%	-1%

Some of the compounds tested; the hit share may differ from the screen's.
